Assay outcomes: PubChem, several laboratories
ANO1 block: inhibitors of mouse TMEM16A calcium-activated chloride channel; Q8BHY3; HEK293 TMEM16A/YFP iodide influx fluorescence, ionomycin; normalized B-score (activity score, 25-100; higher = stronger inhibition) at 10 µM; hit rate 1.2% among 310,000; AID 588511;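 active = ratio plate-corrected score three or more library SD toward inhibition, starting fluorescence score within five deviations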;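 also: score derived from kinetic fluorescence span divided by baseline fluorescence per well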
KCNQ1 act: potentiators or activators of human KCNQ1 potassium channel | B-score at 10 µM | hit rate 0.35% among 310,000 | AID 2648 | CHO-K1 KCNQ1, thallium flux FluxOR fluorescence; stronger effect = higher value;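 active = fluorescence ratio B-score, a plate-corrected score, at least three library SD, with initial intensity B-score within 5 SD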
Target sequence (P51787 whole entry, looked up): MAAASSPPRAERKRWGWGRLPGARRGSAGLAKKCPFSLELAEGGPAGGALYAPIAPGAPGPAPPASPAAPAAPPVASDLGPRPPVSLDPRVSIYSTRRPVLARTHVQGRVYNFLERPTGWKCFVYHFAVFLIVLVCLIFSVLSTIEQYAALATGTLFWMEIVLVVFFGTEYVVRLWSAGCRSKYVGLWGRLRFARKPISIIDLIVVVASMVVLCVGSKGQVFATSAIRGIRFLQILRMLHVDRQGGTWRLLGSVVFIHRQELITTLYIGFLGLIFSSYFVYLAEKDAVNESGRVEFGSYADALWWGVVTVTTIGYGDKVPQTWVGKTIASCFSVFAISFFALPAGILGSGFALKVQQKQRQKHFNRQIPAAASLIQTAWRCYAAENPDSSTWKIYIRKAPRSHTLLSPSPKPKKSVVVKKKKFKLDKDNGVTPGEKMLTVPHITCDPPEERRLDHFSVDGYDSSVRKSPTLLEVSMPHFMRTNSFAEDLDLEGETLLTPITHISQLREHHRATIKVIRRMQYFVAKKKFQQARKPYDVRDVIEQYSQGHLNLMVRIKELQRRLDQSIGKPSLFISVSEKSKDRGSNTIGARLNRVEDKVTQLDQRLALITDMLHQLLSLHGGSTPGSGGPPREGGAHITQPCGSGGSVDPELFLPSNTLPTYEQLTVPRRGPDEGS
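System: CHO-K1 cells stably expressing KCNQ1 / Medium: assay buffer for compound exposure, DMSO matched across wells / Reagent: thallium- and potassium-containing depolarizing buffer / Compound: one concentration, matched DMSO / Incubation: 20 min compound pretreatment at room temperature / Measured by: kinetic FluxOR fluorescence, 10 s baseline plus 110 s post-stimulus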
KCNK9 inh: blocks the human KCNK9 two-pore domain potassium channel | Q9NPC2 | HEK293 KCNK9, FluxOR thallium flux fluorescence; stronger effect = lower value | B-score at 10 µM | hit rate 1.2% among 310,000 | AID 488922;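 active = ratio B-score over 3 SD below the library mean, with starting fluorescence within 5 SD of its mean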;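 also: negative B-score means less thallium flux so channel inhibition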
ANO1 activ: activates or potentiates the mouse TMEM16A chloride channel; Q8BHY3; HEK293 TMEM16A/YFP-H148Q/I152L, iodide quench fluorescence; stronger effect = lower value; B-score at 10 µM; hit rate 0.3% among 340,000; AID 623877;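 active = fluorescence-ratio B-score plate-corrected deviation score at least 3 library SD below zero, with starting fluorescence score within 5 deviations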;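 also: channel opened by trigger with iodide after compound preincubation; score built on the fluorescence ratio of max minus min over baseline; more negative score means more quench and so TMEM16A activation or potentiation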
KCNK3 block: human KCNK3 channel inhibition, primary screen; B-score at 10 µM; O14649; CHO-KCNK3 thallium flux, FluxOR fluorescence; stronger effect = lower value; hit rate 0.84% among 340,000; AID 602410;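 active = B-score under library mean minus 4 SD, starting fluorescence ratio at most library mean plus 5 SD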;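 also: more negative B-score means stronger inhibition of thallium flux through KCNK3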
Target sequence (O14649 whole entry, looked up): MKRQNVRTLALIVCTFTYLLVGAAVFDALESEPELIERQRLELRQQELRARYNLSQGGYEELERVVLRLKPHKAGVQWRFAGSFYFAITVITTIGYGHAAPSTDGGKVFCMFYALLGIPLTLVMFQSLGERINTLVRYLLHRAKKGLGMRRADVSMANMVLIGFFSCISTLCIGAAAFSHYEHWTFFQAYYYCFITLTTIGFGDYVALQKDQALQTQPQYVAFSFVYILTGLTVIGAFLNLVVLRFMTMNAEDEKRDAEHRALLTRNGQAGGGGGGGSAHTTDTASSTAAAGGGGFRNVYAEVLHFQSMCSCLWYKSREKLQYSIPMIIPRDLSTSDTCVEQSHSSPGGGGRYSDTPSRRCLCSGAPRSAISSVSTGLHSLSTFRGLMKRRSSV
RGS4 inh: inhibitors of human RGS4; P49798; hit rate 0.45% among 310,000; B-score at 10 µM; HEK293 M3R/RGS4 inducible, Fluo-4 calcium flux; stronger effect = higher value; triggered by carbachol at its EC20; AID 463165;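 active = B-score, a plate-corrected calcium signal, over three deviations above library mean, with baseline fluorescence within five deviations of library mean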;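 also: RGS4 expression induced by doxycycline in cells with stable M3 receptor; B-score is computed from the integrated fluorescence ratio over baseline after carbachol; higher B-score means a larger calcium signal and so more RGS4 inhibition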
RGS4 act: RGS4 potentiation or activation; HEK293 M3R/inducible RGS4, carbachol calcium flux Fluo4; stronger effect = lower value; B-score at 10 µM; hit rate 0.92% among 310,000;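 active = B-score of the integrated calcium signal more than 4 SD below the library mean, with starting fluorescence not abnormally high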;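 also: negative B-score means reduced calcium response which marks RGS4 activation or potentiation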
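Test system: HEK293 cells with stable M3R and inducible RGS4; also added: carbachol at ECmax as muscarinic agonist stimulus; schedule: dye loading 30 min 37 °C, buffer rest 30 min RT; technique: kinetic calcium fluorescence imaging with Fluo4-AM dye, 2 µM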
hERG protect: compounds protecting human hERG from proarrhythmic drug block; activation (rescue from dofetilide block), less the hit threshold, % at 10 µM; hit rate 0.51% among 310,000; CHO-hERG, FluxOR thallium flux, dofetilide IC70 present; AID 1511; Q12809;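 active = activation above the mean of controls blocked by dofetilide plus 5 SD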;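 also: thallium influx through hERG after potassium depolarization seen as dye fluorescence rise; in these data hits start at about 4.7%; inactives centre near -7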
HDAC3 inh: inhibitors of human histone deacetylase 3 | inhibition, % at 8.3 µM | AID 2718 | O15379 | recombinant HDAC3, fluorogenic peptide/trypsin coupled, fluorescence | hit rate 0.15% among 320,000; in the data active = inhibition above about 26%, passing the limit was not always enough; inconclusive = no clear call, values can overlap the other calls
SKKanGAS inh: SKKanGAS growth inhibition; S. pyogenes SKKanGAS, kanamycin growth, BacTiter-Glo, 6 h; inhibition, % at 7.5 µM; hit rate 1.3% among 300,000;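 active = mean replicate score, as percent of positive control median, at least 50; inconclusive = mean below 50 but one replicate at or above 50; inactive = mean and every replicate below 50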;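 also: strain carries kanamycin resistance gene driven by streptokinase promoter and grows in 40 µg/ml kanamycin; loss of luminescence reflects streptokinase promoter inhibition or plain growth inhibition; 0% = median of DMSO wells and 100% = positive control at its reference dose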
KCNQ1 inh: blocks the human KCNQ1 potassium channel. hit rate 1.3% among 310,000. B-score at 10 µM. CHO-K1 KCNQ1, FluxOR thallium flux fluorescence; stronger effect = higher value. P51787. AID 2642;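 active = compounds whose thallium flux B-score, printed positive for inhibition, exceeds three library SD while starting fluorescence stays within three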;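 also: channel opened by potassium depolarization with thallium stimulus after 20 min compound exposure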
The depositor's hits bear a star; i = inactive; u = inconclusive; x = not tested or not shown.

SMILES	ANO1 block	KCNQ1 act	KCNK9 inh	ANO1 activ	KCNK3 block	RGS4 inh	RGS4 act	hERG protect	HDAC3 inh	SKKanGAS inh	KCNQ1 inh
CN(CC(=O)Nc1ccc(Cl)cc1)C(=O)Cc1c(F)cccc1Cl	i	i	i	i	i	i	i	-10	3	6	i
CN(CCC(=O)Nc1ccc2c(c1)OCO2)Cc1ccccc1	i	i	i	i	i	i	i	-3	0	14	i
O=C(COc1ccc(Cl)cc1)NCCCNC(=O)c1cnccn1	i	i	i	i	i	i	i	-3	-6	11	i
COCCCNC(=O)CSC1=Nc2ccccc2C2=NC(Cc3c[nH]c4ccccc34)C(=O)N12 (stereo not given)	i	i	i	i	i	i	i	-15	6	6	i
CCOc1cc(-c2nnn(CC(=O)N3CCCCC3)n2)ccc1OC	i	i	i	i	i	i	i	-5	-5	0	i
Cc1ccc(N=Cc2ccc(O)cc2O)cc1F	i	i	i	i	i	10*	i	-9	-1	x	i
C[C@H](NC(=O)c1ccccc1Cl)C(=O)Nc1ccccc1F	i	i	i	i	i	i	i	-5	0	14	i
CC(=O)NC(NC(=S)N1CCCCCC1)C(Cl)(Cl)Cl (stereo not given)	i	i	i	i	i	i	i	-7	-2	-1	i
CN1/C(=C\C(=O)c2cccnc2)Sc2ccccc21	i	i	i	i	i	i	i	-2	u	-6	i
Cc1ccc(C2c3c(oc4ccccc4c3=O)C(=O)N2CCCN2CCOCC2)o1 (stereo not given)	i	i	i	i	i	i	i	-17	1	-6	i
NC(N)=N/N=C/c1ccc(OCc2ccccc2)cc1	i	i	i	i	i	i	i	-28	1	6	i
CCOc1ccc(C(=O)Nc2ccccc2CC)cc1[N+](=O)[O-]	i	i	i	i	i	i	i	-12	-4	-1	i
CCN1/C(=C2\C(=O)N(C)C(=S)N2c2ccccc2)C=Cc2ccccc21	i	i	i	i	i	i	i	-4	7	7	i
CNC(=O)NC(=S)NC(=O)c1ccccc1Cl	i	i	i	i	i	i	i	-4	-3	-3	i
Cc1ccc(C)c(CN2C(=O)C3CCCN3c3ccc(S(=O)(=O)N4CCOCC4)cc32)c1 (stereo not given)	i	i	i	x	x	i	i	-8	3	6	i
O=C(NCCC1CCCCN1S(=O)(=O)c1ccc(F)cc1)C(=O)NCCN1CCOCC1 (stereo not given)	i	i	i	i	i	i	i	-13	x	-9	i
CCOC(=O)NC(=O)CSc1ccc(C)cc1C	i	i	i	i	i	i	i	-4	-1	1	i
c1ccc2[nH]c(NC3=NCCC3)nc2c1	i	i	i	i	i	i	i	-1	-5	29	i
O=C(c1cccnc1)N1CCC(Oc2ccc(C(=O)N3CCCCO3)cc2)CC1	i	i	i	i	i	i	i	-3	-6	6	i
CC(C)Oc1ccccc1NC(=O)CSc1nc2ccccc2c(=O)n1C	i	i	i	i	i	i	i	-8	-3	5	i
NC(=O)C1CC(=O)N(c2ccc(OCC(=O)NCc3ccccc3)cc2)C1 (stereo not given)	i	i	i	i	i	i	i	-4	2	1	i
C[C@]1(CO)CCC[C@@]2(C)C1CC[C@@H](CO)[C@@H]2CCc1ccoc1 (stereo not given in full)	i	i	i	x	i	i	i	-7	0	4	i
Cc1ccc(S(=O)(=O)N(CC(=O)N/N=C/c2ccco2)Cc2ccccc2)cc1	i	i	i	i	i	i	i	-13	2	0	i
COC(=O)c1sccc1NC(=O)Nc1ccc(OC)c(OC)c1	i	i	i	i	i	i	i	-10	-16	2	i
Cc1ccc(NC(=O)c2ccc(Br)o2)cc1S(=O)(=O)N(C)C	i	i	i	i	i	i	i	-10	6	6	i
COC(=O)C1(C)Nc2ccccc2C(=O)N1c1ccccc1C (stereo not given)	i	i	i	i	i	i	i	-3	-22	-1	i
c1csc(-c2nnc(Cc3cccc4ccccc34)o2)c1	i	i	i	i	i	i	i	-11	-1	9	i
CCOC(=O)N1CCN(C(=O)c2ccccc2N(C)S(C)(=O)=O)CC1	i	i	i	i	i	i	i	-10	-2	5	i
CCSCc1nnc(SCC(=O)Nc2nc3ccccc3s2)n1C	i	i	i	i	i	i	i	-5	4	-2	i
Cc1ccccc1Cn1ccc(=NCc2ccccc2)cc1	i	i	i	x	x	i	i	-11	2	-1	i
Clc1ccc(/C=N/Nc2nn[nH]n2)cc1	i	i	i	i	i	i	i	-5	6	-6	i
CCN(CC)CCCN1C(=O)C(O)=C(C(=O)c2sc(C)nc2C)C1c1ccco1 (stereo not given)	i	i	i	i	i	i	i	-4	6	9	i
CC1NC(=O)NC1CCCCCC(=O)Nc1ccc(F)c(Cl)c1 (stereo not given)	i	i	i	i	i	i	i	-3	-5	-6	i
CC(C)Cc1cc(CN2CCC(CO)(Cc3ccccc3)CC2)[nH]n1	i	i	i	i	i	i	i	-14	x	-9	i
CC(=O)c1c(C)n([O-])c2ccccc2[n+]1=O	i	i	i	i	i	i	i	-6	2	24	i
Cc1ccc(/C=C2/Sc3ccc(C(=O)N4CCN(c5ccccn5)CC4)cc3NC2=O)cc1	i	i	i	i	i	i	i	-7	1	67*	i
COc1ccccc1N1C(=O)c2ccccc2NC1c1cc(OC)c(OC)c(OC)c1 (stereo not given)	i	i	i	i	i	i	i	-8	-35	-1	i
COc1ccc(Cn2c(CO)cnc2SCC(=O)Nc2cc(C)on2)cc1	i	i	i	i	i	i	i	-10	0	-3	i
O=[N+]([O-])c1ccc2c(c1)C(O)n1nc(-c3ccc(Cl)cc3Cl)nc1S2 (stereo not given)	i	i	i	i	i	i	i	-4	-1	6	i
O=C(CCS(=O)(=O)c1ccc(Cl)cc1)Nc1nnc(-c2cccs2)o1	i	i	i	i	i	i	i	-18	-2	1	i
CCCn1nc([N+](=O)[O-])c(C(C#N)c2nc3ccccc3o2)c(Cl)c1=O (stereo not given)	100*	i	i	i	i	i	i	-16	6	10	6*
O=C(O)c1ccc(/C=N/N2CCN(Cc3cccc4ccccc34)CC2)cc1	i	i	i	i	i	i	i	-6	-9	-5	i
COc1ccc(-c2cc(CS(=O)(=O)c3ccccc3)on2)cc1	i	i	i	i	i	i	i	-2	-1	-13	i
CC(=O)c1ccc(-n2cc(-c3ccc(C(C)(C)C)cc3)[n+]3c2SCCC3)cc1	i	i	i	i	i	i	-9.6*	-13	4	6	i
CN(C)C(CNC(=O)c1ccc(-c2ccccc2)cc1)c1ccccc1 (stereo not given)	i	i	i	i	i	i	i	-11	-4	-2	6*
Cc1ccc(N(CC(O)COCc2ccco2)S(=O)(=O)c2ccc(C)cc2)cc1 (stereo not given)	i	i	i	i	i	i	i	-16	-3	3	i
CCCC[C@@H]1CNC(=O)C(=O)N1CCCc1cc(OC)c(OC)c(OC)c1	i	i	i	i	i	i	i	-9	-2	4	i
CCNc1c(NS(=O)(=O)c2ccc(Br)s2)c(=O)oc2ccccc12	i	i	i	i	i	i	i	-3	0	0	i
COc1cc(CNc2ccc3[nH]c(=O)[nH]c3c2)cc(Br)c1OCc1ccc(F)cc1	i	i	i	i	i	i	i	2	-11	12	i
Cc1cc(=S)cc(C)n1CCO	i	i	i	i	i	i	i	-7	-3	6	i

The results go on.
SMILES	ANO1 block	KCNQ1 act	KCNK9 inh	ANO1 activ	KCNK3 block	RGS4 inh	RGS4 act	hERG protect	HDAC3 inh	SKKanGAS inh	KCNQ1 inh
Cc1ccc(S(=O)(=O)N2CCCC2CNC(=O)C(=O)NCCN2CCOCC2)cc1 (stereo not given)	i	i	i	i	i	i	i	-15	2	-4	i
CC(C)CNC(=O)COc1ccc2c3c(c(=O)oc2c1)CCC3	i	i	i	i	i	i	i	-11	-2	3	i
O=C(COC(=O)Cn1cnc2ccccc21)NCCC1=CCCCC1	i	i	i	i	i	i	i	-1	4	1	i
CCN1CCCC1CNc1ncnc2c1[nH]c1ccc(F)cc12 (stereo not given)	i	i	i	i	i	i	i	-14	5	2	i
Cc1ccc(S(=O)(=O)Nc2cccc(-n3cnnn3)c2)cc1C	i	i	i	i	i	i	i	-5	-3	4	i
CCOc1ccc(NC(=O)CN(C)c2ccc(S(=O)(=O)N3CCOCC3)cn2)cc1OCC	i	i	i	i	i	i	i	-4	4	-4	i
Cc1ccccc1OCc1nnc(SCC(=O)Nc2ccc3nc(SCC(=O)NC(C)(C)C)sc3c2)n1C	100*	i	i	i	i	i	i	-4	8	22	i
CCn1c(NC(C)=O)nc2ccccc21	i	i	i	i	i	i	i	0	-7	-4	i
O=C(NC1CCCN(Cc2ccc(Cl)cc2)C1)c1ccccc1-c1ncc[nH]1 (stereo not given)	x	i	i	i	i	i	i	-14	x	1	i
COc1ccc(-c2ccc(/C=C(\NC(=O)c3ccccc3)C(=O)N3CCOCC3)o2)cc1	i	i	i	i	i	i	i	-1	6	3	i
COCCN1C(=O)c2cc(C(=O)Nc3ccc(OC)c(OC)c3)ccc2C1Nc1ccc(OC)c(OC)c1 (stereo not given)	i	i	i	i	i	i	i	-6	8	5	i
Clc1ccc(Oc2nc3ccccc3n3cccc23)cc1	i	i	i	i	i	i	i	-3	3	5	i
CCc1nnc(NC(=O)CCn2cnc3ccccc3c2=O)s1	i	i	i	i	i	i	i	-8	2	-5	i
CCN(CC)CCCC(C)NC(=O)c1ccc(C(F)(F)F)cc1 (stereo not given)	i	i	i	i	i	i	i	-5	2	1	i
Cc1ccc(S(=O)(=O)CNC(=S)c2cccc(C)c2)cc1	i	i	i	i	i	i	i	-5	-2	-12	i
CC(C)N1CCN(Cc2cc3ccccc3[nH]2)CC1CCO (stereo not given)	i	i	i	i	i	i	i	-10	5	4	i
CC(NC(=O)c1ccccc1)c1nnc(SCc2nc3ccccc3c(=O)[nH]2)n1C (stereo not given)	i	i	i	i	i	i	i	-9	-3	7	i
Cn1c(N)c(C(=O)CN2CCc3ccccc3C2)c(=O)n(C)c1=O	i	i	i	i	i	i	i	-6	2	2	i
CCN1CCCC1CNCc1ccc(OCc2ccc(Cl)nc2)c(OC)c1 (stereo not given)	i	i	i	i	i	i	i	-6	-5	17	i
O=C(CSCc1c(Cl)cccc1Cl)NCc1ccccn1	i	i	i	i	i	i	i	-11	4	6	i
